High-throughput results (PubChem BioAssay)
G9a inh: blocks human histone lysine methyltransferase G9a; Q96KQ7; G9a H3K9 monomethylation, AlphaScreen, 2 h; Potency, µM (top dose mostly 102 µM), inactives show at the top dose activity, negative = inhibition, actives largely listed as inhibitors; 350,000 compounds, 8.8% hits; further: potency means the concentration at half of the fitted maximal effect; on the % scale 0 is the no-effect control and ±100 the full control effect; nearly all actives have a fitted effect of over 75% in size
Target sequence (Q96KQ7 913-1193 limits assumed): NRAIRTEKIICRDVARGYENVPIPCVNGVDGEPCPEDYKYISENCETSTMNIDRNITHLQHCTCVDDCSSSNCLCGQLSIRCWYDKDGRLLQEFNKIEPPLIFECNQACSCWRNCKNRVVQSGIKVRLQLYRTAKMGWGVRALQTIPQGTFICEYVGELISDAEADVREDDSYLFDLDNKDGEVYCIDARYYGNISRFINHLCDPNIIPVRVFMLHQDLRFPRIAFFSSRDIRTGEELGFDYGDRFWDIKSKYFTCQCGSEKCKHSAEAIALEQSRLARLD
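Methyltransferase reactions run at room temperature for 2 h (20 nM enzyme, 500 nM biotin-H3K9 peptide, 20 uM SAM) after a 15 min compound preincubation; product detected by AlphaScreen beads and anti-H3K9me1 antibody.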
PI4K2A block: blocks human PI4K2A kinase activity | purified PI4K2A, ADP-Glo luminescence, 1 h; active compounds read low | activity change, negative = inhibition, % at 76.9 µM | 420,000 compounds, 0.13% hits; in the data active means activity change below about -50%; inconclusive means mostly about -30% to -49%;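 further: -100% = wells without enzyme as full effect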
Target sequence (Q9BTU6 whole entry, looked up): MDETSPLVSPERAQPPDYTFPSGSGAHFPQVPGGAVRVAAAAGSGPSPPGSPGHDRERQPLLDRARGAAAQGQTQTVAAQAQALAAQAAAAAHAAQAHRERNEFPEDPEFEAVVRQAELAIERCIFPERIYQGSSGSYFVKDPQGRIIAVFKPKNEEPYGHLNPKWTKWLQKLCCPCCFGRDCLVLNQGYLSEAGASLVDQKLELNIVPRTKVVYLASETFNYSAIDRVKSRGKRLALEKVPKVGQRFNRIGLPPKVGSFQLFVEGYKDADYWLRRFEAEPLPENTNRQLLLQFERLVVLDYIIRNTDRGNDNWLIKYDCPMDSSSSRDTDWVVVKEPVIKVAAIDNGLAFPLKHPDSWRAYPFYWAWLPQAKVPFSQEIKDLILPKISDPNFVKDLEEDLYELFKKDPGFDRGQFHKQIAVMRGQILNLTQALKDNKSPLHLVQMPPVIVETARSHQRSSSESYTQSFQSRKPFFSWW
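In this quantitative HTS, ADP production by PI4K2A was quantified luminescently after 1 h at ambient temperature; 100 microM adenosine served as plate-quality control.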
BAZ2B inh: blocks human BAZ2B | Q9UIF8 | AlphaScreen BAZ2B-H3K14Ac peptide displacement | Potency, µM (series often up to 114 µM), without a hit: at the top dose activity change, negative = inhibition, most hits filed as inhibitors | 360,000 compounds, 4.4% hits | AID 504333; further: potency means the concentration at half of the fitted maximal effect; on the % scale 0 is the no-effect control and ±100 the full control effect; nearly all actives have a fitted effect of over 60% in size
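Complex of BAZ2B and biotin-H3K14Ac (50 nM apiece) forms over 30 min at RT, then faces library compounds up to 110 uM for another 30 min; AlphaScreen beads added, 20 min dark incubation, luminescence read.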
RGS4 inh: inhibitors of human regulator of G protein signaling 4; P49798; Transcreener GDP fluorescence polarization, RGS4-accelerated GTP hydrolysis; Potency, µM (series often up to 114 µM), inactives show top-dose activity change, negative = inhibition, usual class: inhibitors; 390,000 compounds, 0.039% hits; further: potency means the concentration at half of the fitted maximal effect; on the % scale 0 is the no-effect control and ±100 the full control effect; nearly all actives have a fitted effect of over 75% in size; some results filed as inactive show a strong effect at the top dose
Target sequence (P49798 whole entry, looked up): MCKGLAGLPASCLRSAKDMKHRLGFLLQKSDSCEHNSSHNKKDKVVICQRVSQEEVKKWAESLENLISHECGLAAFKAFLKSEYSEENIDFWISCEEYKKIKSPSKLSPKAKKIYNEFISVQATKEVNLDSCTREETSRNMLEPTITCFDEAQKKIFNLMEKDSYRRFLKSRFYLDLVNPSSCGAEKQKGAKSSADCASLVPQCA
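MLSMR compounds (23 nl, pin-transferred) preincubated 10 min at room temperature with a 500nM (2x) first reagent, then RGS4 at 900nM (2x) plus Transcreener GDP mix added; fluorescence polarization (620/688 nm) read before and after 90 min at 30 °C.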
ALOX12 inh: blocks human arachidonate 12S-lipoxygenase; P18054; purified 12hLO, xylenol orange hydroperoxide absorbance; Potency, µM (top dose mostly 108 µM), for the others: at the highest dose activity change, negative = inhibition, actives largely listed as inhibitors; 580,000 compounds, 1.1% hits; AID 1671190; further: potency means the concentration at half of the fitted maximal effect; on the % scale 0 is the no-effect control and ±100 the full control effect
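Purified human 12hLO at 150 nM in 25 mM Hepes, 0.01% Triton X-100, pH 7.0, preincubated 15 min at room temperature with compound. Reaction started with 40 uM arachidonic acid, 30 min at room temperature. Hydroperoxide measured by Fe-xylenol orange, 573/405 nm absorbance ratio.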
HP1b binding inh: inhibitors of HP1-beta chromodomain binding to methylated histone tails | P83916 | AlphaScreen HP1-beta / biotin-H3K9me3 peptide binding | Potency, µM (highest dose often 114 µM), for inactives: at the highest dose activity change, negative = inhibition, hits mostly inhibitors | 390,000 compounds, 0.56% hits | AID 540317; further: potency means the concentration at half of the fitted maximal effect; nearly all actives have a fitted effect of over 70% in size; inactives centre near 23
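AlphaScreen: HP1-beta (50 nM) preformed 30 min with biotin-H3(1-18)K9me3 peptide (50 nM) in PBS pH 7.4, 0.01% Tween-20. Compound added for 30 min at RT, then streptavidin donor/nickel chelate acceptor beads (10 ug/mL) for 30 min.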
GLS inhibitor: glutaminase GLS (human) inhibition; O94925; GLS enzymatic activity, qHTS titration; Potency, µM (doses to about 45.5 µM), for inactives: top-dose activity change, negative = inhibition, most hits filed as inhibitors; 410,000 compounds, 0.21% hits; AID 624170; further: potency means the concentration at half of the fitted maximal effect; on the % scale 0 is the no-effect control and ±100 the full control effect
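Glutamate formation by hKGA was monitored fluorometrically using coupled glutamate oxidase, HRP and Amplex Red. Substrate was added as 1 mM L-glutamine solution; incubation was 30 min at RT after an initial read.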
ERG Ets-DNA blk: blocks human ERG Ets domain binding to DNA; P11308; fluorescence polarization, His-ERG Ets domain / labelled DNA; Potency, µM (top dose mostly 76.9 µM), without a hit: at the highest dose FP activity, negative = inhibition, actives largely listed as inhibitors; 370,000 compounds, 0.028% hits; AID 624246; active means well fitted inhibition curve with a large enough effect in the polarisation, with a control signal flat; inconclusive means small, poorly fitted or top-dose-only effect, or effect the other way, or a change in a side signal; inactive means no such curve, though single readings can be large or run the other way; the % refers to the polarisation;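 further: polarization taken with two DNA probes labelled with fluorescein and Texas red; potency means the concentration at half of the fitted maximal effect; % of control where 0% means no effect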
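His-tagged ERG Ets domain (1 uM in the protein solution; 300mM KCl, 50mM Tris-HCl, 1mM EDTA, 1mM DTT, pH 7.5) received compound, then a probe mix of 5 nM fluorescein-DNA and 100nM Texas-615-DNA. Fluorescence polarization was read for both dyes.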
JMJD2A Tudor inh: inhibitors of human JMJD2A Tudor domain; AlphaScreen JMJD2A-Tudor / H3K4me3 peptide binding; Potency, µM (doses to about 114 µM), for the others: top-dose activity change, negative = inhibition, hits mostly inhibitors; 390,000 compounds, 4.4% hits; AID 504339; further: potency means the concentration at half of the fitted maximal effect; on the % scale 0 is the no-effect control and ±100 the full control effect; nearly all actives have a fitted effect of over 50% in size
The depositor's hits bear a star; ? = inconclusive; · = no result given; [ ] = dose if it differs, or a comment. Unless noted, the call rests on the fitted dose curve; in most records, active means well fitted curve in the direction sought with a large enough effect; inconclusive means small, poorly fitted or top-dose-only effect, or another doubt; inactive means no such curve, though single readings can be large; an effect the other way counts as inactive or inconclusive.

G9a inh	PI4K2A block	BAZ2B inh	RGS4 inh	ALOX12 inh	HP1b binding inh	GLS inhibitor	ERG Ets-DNA blk	JMJD2A Tudor inh	compound
-32%	1	-4%	24%	-11%	3%	7%	-1%	-10%	Cc1ccc(S(=O)(=O)N2CCC(C(=O)OCC(=O)N(Cc3ccccc3)C(C)(C)C)CC2)cc1C
2%[59 µM]	-2	-2%	-6%	-20%	41%	-3%	2%	-25%	O=C(c1ccc2c(Cl)c3c(nc2c1)CCCC3)N1CCN(c2cccc(Cl)c2)CC1
44%[0.501 µM]	4	1%[57.1 µM]	25%	-18%	18%	19%	1%	-5%	CC(=O)NC1CC2CCCC(C1)N2CC(=O)Nc1ccccc1 (stereo unspecified)
6%[0.0925 µM]	2	-1%	28%	-16%	18%	-13%	3%	-3%	CCCNC(=O)Cn1c(=O)n(CC(=O)N2CCCCC2)c(=O)c2sccc21
-41%	1	-22%	-15%	1%	14%	-2%	13%	-6%	O=Cc1cn(CCC(=O)O)nc1-c1cccc(Cl)c1
7%	-5	-23%	22%	0%	10%	-3%	-11%	-19%	O=C(CC(=O)Nc1cccc(Cl)c1)N/N=C\c1ccccc1
-10%	0	4%	18%	24%	38%[activator]	-2%	3%	14%	CCCc1cc(C(=O)Nc2ccc(C)cc2)no1
·	-1	-15%	-11%	?	1%	?	6%	-14%	CC(=O)C1=C(C)OC(N)=C(C#N)C1c1cccc2ccccc12 (stereo unspecified)
·	-7	9%	-5%	-16%	28%	0%	1%	-7%	CN(C)S(=O)(=O)c1ccc(C(=O)OCCN=C2NS(=O)(=O)c3ccccc32)cc1
45µM*	4	-38%	-6%	-3%	12%	11%	7%	-28%	COc1ccc(N2CCN(C(=O)COC(=O)Cc3ccc(F)cc3)CC2)cc1
-4%[59 µM]	3	-20%	-8%	13%	16%	0%	0%	-6%	COC(=O)C12CCC3(SCCS3)C(C(=O)OC)(CCC13SCCS3)C2
40µM*	-6	?	-3%	1%	-29%	13%	19%	?	COc1ccc(N2CCN(c3ccc(N4C(=O)CC(C)C4=O)cc3[N+](=O)[O-])CC2)cc1 (stereo unspecified)
11%[59 µM]	2	-16%	18%	13%	28%	9%	-3%	-4%	CC1CN(S(=O)(=O)c2cccc(C(=O)OC/C(O)=C(\C#N)c3nc4ccccc4[nH]3)c2)CC(C)O1 (stereo unspecified)
·	0	·	-41%	?	26%	-3%	·	-7%	O=C(Cc1ccccc1)c1ccc(O)cc1O
1.1µM*	2	3.2µM*	-40%	74%[activator]	?	-12%	111%[activator]	?	CCCOC(=O)CCCN1C(=O)/C(=C2\SC(=S)N(CCCC(=O)OCCC)C2=O)SC1=S
8%[59 µM]	5	7%	-13%	-16%	-3%	8%	4%	-1%	O=C(Nc1ccccc1N1CCOCC1)C1CCN(S(=O)(=O)c2ccccc2F)CC1
-32%	-1	-12%	27%	-7%	34%	7%	1%	-6%	COC(=O)c1nn(-c2cccc(Cl)c2)ccc1=O
4%[59 µM]	-5	-11%	17%	0%	10%	-2%	5%	-10%	COc1ccccc1NC(=O)CC1C(=O)Nc2ccccc2N1C(=O)c1ccccc1 (stereo unspecified)
7%[59 µM]	0	3%	4%	0%	32%	-5%	-6%	-14%	CNC(=O)n1ccc(C(=O)N2CCCCC2)n1
?	-1	-11%	-17%	?	38%	3%	1%	-11%	Cc1c(Cl)cccc1NC(=S)NC1CCN(C(C)C)CC1

Part of the list above in order of molecular weight, lowest first.
G9a inh	PI4K2A block	BAZ2B inh	RGS4 inh	ALOX12 inh	HP1b binding inh	GLS inhibitor	ERG Ets-DNA blk	JMJD2A Tudor inh	compound
·	0	·	-41%	?	26%	-3%	·	-7%	O=C(Cc1ccccc1)c1ccc(O)cc1O
7%[59 µM]	0	3%	4%	0%	32%	-5%	-6%	-14%	CNC(=O)n1ccc(C(=O)N2CCCCC2)n1
-10%	0	4%	18%	24%	38%[activator]	-2%	3%	14%	CCCc1cc(C(=O)Nc2ccc(C)cc2)no1
-32%	-1	-12%	27%	-7%	34%	7%	1%	-6%	COC(=O)c1nn(-c2cccc(Cl)c2)ccc1=O
44%[0.501 µM]	4	1%[57.1 µM]	25%	-18%	18%	19%	1%	-5%	CC(=O)NC1CC2CCCC(C1)N2CC(=O)Nc1ccccc1 (stereo unspecified)
?	-1	-11%	-17%	?	38%	3%	1%	-11%	Cc1c(Cl)cccc1NC(=S)NC1CCN(C(C)C)CC1
45µM*	4	-38%	-6%	-3%	12%	11%	7%	-28%	COc1ccc(N2CCN(C(=O)COC(=O)Cc3ccc(F)cc3)CC2)cc1
4%[59 µM]	-5	-11%	17%	0%	10%	-2%	5%	-10%	COc1ccccc1NC(=O)CC1C(=O)Nc2ccccc2N1C(=O)c1ccccc1 (stereo unspecified)
40µM*	-6	?	-3%	1%	-29%	13%	19%	?	COc1ccc(N2CCN(c3ccc(N4C(=O)CC(C)C4=O)cc3[N+](=O)[O-])CC2)cc1 (stereo unspecified)
·	-7	9%	-5%	-16%	28%	0%	1%	-7%	CN(C)S(=O)(=O)c1ccc(C(=O)OCCN=C2NS(=O)(=O)c3ccccc32)cc1
8%[59 µM]	5	7%	-13%	-16%	-3%	8%	4%	-1%	O=C(Nc1ccccc1N1CCOCC1)C1CCN(S(=O)(=O)c2ccccc2F)CC1
-32%	1	-4%	24%	-11%	3%	7%	-1%	-10%	Cc1ccc(S(=O)(=O)N2CCC(C(=O)OCC(=O)N(Cc3ccccc3)C(C)(C)C)CC2)cc1C

(cont.)
G9a inh	PI4K2A block	BAZ2B inh	RGS4 inh	ALOX12 inh	HP1b binding inh	GLS inhibitor	ERG Ets-DNA blk	JMJD2A Tudor inh	compound
2%[59 µM]	-4	-18%	6%	-18%	32%[activator]	3%	0%	-16%	CC(=O)Nc1ccc2nc(SCc3ccccc3)sc2c1
·	3	·	-7%	-44%	24%	-11%	5%	8%	Cc1ccc(OCCNC(=O)CCc2ccccc2)cc1C
10%[2.33 µM]	-10	9%	-29%	-2%	30%	4%	-3%	6%	COC(=O)CSc1nnc(C)n1-c1cccc(OC)c1
56µM*	0	56µM*	-17%	?	44%[activator]	-4%	7%	-2%	Cc1ccc(S(=O)(=O)Nc2cc(=O)[nH]c(SCC(=O)Nc3ccccc3Cl)n2)cc1
-5%	-2	-19%	6%	-10%	34%	20%	0%	-19%	Cc1ccc(OCC(=O)N/N=C2\CC(=O)CC(C)(C)C2)c(Br)c1
·	3	·	17%	-28%	16%	-2%	28%	2%	Cc1noc(C)c1C(=O)OCC(=O)Nc1ncc(C(F)(F)F)cc1Cl
6%	-1	·	-11%	-1%	35%	9%	-2%	-18%	Cc1ccc(S(=O)(=O)Nc2c(C)n(C)n(-c3ccccc3)c2=O)cc1C(=O)OCC(=O)N1CCCC(C)C1 (stereo unspecified)
-38%[59 µM]	2	?	1%	-11%	13%	0%	4%	-16%	CCOC(=O)c1c(NC(=O)COc2ccc(OC)cc2)sc(C(=O)N(CC)CC)c1C
-22%[12.7 µM]	2	7%	8%	0%	34%	15%	8%	4%	CCOC(=O)c1cn(CC)c2cc(N3CCSCC3)c(F)cc2c1=O
18%	-6	8%	21%[11.4 µM]	-5%	43%[activator]	0%	-9%	-8%	COc1cc(NC(=O)C2CCN(S(=O)(=O)c3ccc4[nH]c(=O)oc4c3)CC2)cc(OC)c1
13%[2.33 µM]	-6	-2%	8%	-10%	42%[activator]	15%	12%	?	Cc1ccc(CN2C(=O)C(C)Nc3ncnc(N4CCOCC4)c32)cc1 (stereo unspecified)
19%[59 µM]	1	1%	-33%	-31%	30%	7%	·	-8%	O=C(CCCCCNc1nc(=S)[nH]c2ccccc12)NCCc1ccccc1
·	0	·	-16%	1%	14%	4%	-5%	-9%	CCOc1cc(C(=S)N2CCN(C)CC2)ccc1OCC(=O)N1CCCC1
5%[59 µM]	0	-4%	11%	0%	1%	0%	·	-15%	O=C(Nc1cccc(Cl)c1)NC1(C(=O)NCc2cccs2)CCCCC1
11µM*	0	11%	1%	-18%	20%	-3%	·	-14%	Cc1ccccc1C(=O)NNC(=O)C(C)N1C(=O)c2ccccc2C1=O (stereo unspecified)
?	-5	?	-21%	?	-17%	11%	·	?	CCN1CCN(c2ccc(NC(=O)c3ccc4c(c3)[nH]c(=O)n4Cc3ccc(OC)cc3)cc2)CC1
-4%[59 µM]	-1	8%	1%	0%	14%	7%	2%	-8%	Cc1nnc(NC(=O)c2ccccc2Br)s1
12%[59 µM]	4	-11%	13%	?	-12%	-11%	1%	-28%	Cc1ccc(-c2nn(CC(=O)NC3CCCCC3)c3c2cnc2ccccc23)cc1
14%	-18	-28%	5%	-28%	21%	0%	19%	-25%	N#Cc1cc(C(=O)c2cc(Br)ccc2O)cn(Cc2ccccc2)c1=O
?	-6	?	-18%	?	16%	2%	0%	-21%	CC(C)CC(=O)NC(=S)N1CCN(c2ccc([N+](=O)[O-])cc2Cl)CC1

An excerpt; rates above refer to the full screens.
